# Bioassay records (PubChem BioAssay)
# STEP inh: inhibitors of human striatal-enriched phosphatase STEP. inhibition, % at 20 µM. recombinant STEP, OMFP fluorogenic substrate, fluorescence. P54829. 360,000 tested, 0.25% active. AID 588621;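 active = inhibition at 20 µM, scaled per plate between control wells, above about 37%, limit read from the data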;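 also: 0% = DMSO with enzyme and substrate and 100% = substrate only without enzyme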
# Target sequence (P54829 whole entry, looked up): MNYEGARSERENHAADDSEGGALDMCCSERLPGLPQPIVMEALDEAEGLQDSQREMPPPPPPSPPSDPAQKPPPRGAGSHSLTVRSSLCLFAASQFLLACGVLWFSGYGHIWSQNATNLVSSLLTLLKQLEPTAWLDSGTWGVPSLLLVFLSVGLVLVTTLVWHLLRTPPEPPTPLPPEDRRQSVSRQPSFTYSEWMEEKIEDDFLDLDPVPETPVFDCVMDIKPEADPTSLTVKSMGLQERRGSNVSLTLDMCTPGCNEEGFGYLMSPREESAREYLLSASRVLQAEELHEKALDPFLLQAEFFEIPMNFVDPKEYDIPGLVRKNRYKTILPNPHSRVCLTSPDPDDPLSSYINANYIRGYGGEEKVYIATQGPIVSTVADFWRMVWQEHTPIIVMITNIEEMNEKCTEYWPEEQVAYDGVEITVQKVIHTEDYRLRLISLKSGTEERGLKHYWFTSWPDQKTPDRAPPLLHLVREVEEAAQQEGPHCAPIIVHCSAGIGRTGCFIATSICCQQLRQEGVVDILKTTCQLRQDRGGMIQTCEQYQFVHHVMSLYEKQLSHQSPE
#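 Measure: Control-normalized % inhibition with plate pattern correction | Test system: STEP phosphatase, cell-free reaction | Medium: pH 6.0 Bis-Tris with DTT and Tween 20 | Technique: Fluorescence, 480/540 nm | Times: Reaction 20 min, ambient temperature | Doses: Single compound dose of 20 µM, 1% DMSO final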
# MsrA inh: inhibits bovine methionine sulfoxide reductase A. purified bovine MsrA, absorbance read-out. inhibition, % at 15.5 µM. 360,000 tested, 0.75% active. AID 651718; in the data active = inhibition above about 4.5%;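 also: 0% = vehicle wells with enzyme and 100% = reference inhibitor wells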
# NadD block: NadD (S. aureus) enzyme inhibition; inhibition, % at 20 µM; 360,000 tested, 0.78% active; purified NadD enzyme, colorimetric absorbance read-out; AID 602399; in the data active = inhibition above about 26%; also: some compounds past the cut are filed as inactive
# Tb MetRS inh: Trypanosoma brucei MetRS inhibition; 360,000 tested, 0.4% active; purified T. brucei MetRS, ATP depletion, Kinase-Glo luminescence; inhibition, % at 11.9 µM;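 active = inhibition above a per-plate cutoff of the control wells' mean inhibition plus 3 SD, cut at about 5.5% in these data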;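 also: 0% = DMSO wells median and 100% = median of wells with control inhibitor compound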
#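 Measured by: Kinase-Glo luciferase luminescence reporting remaining unconsumed ATP. Material: purified T. brucei MetRS enzyme. Doses: 11.9 µM compound single dose, 0.9% DMSO. Medium: HEPES buffer containing pyrophosphatase, BSA, spermine, DTT. Times: 15 min preincubation, 2 h reaction, all 25 °C. Reagent: methionine, ATP and bulk E. coli tRNA.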
# LMPTP block: blocks human LMPTP phosphatase; AID 651560; 360,000 tested, 0.22% active; inhibition, % at 20 µM; recombinant LMPTP-A, OMFP fluorogenic substrate, fluorescence intensity;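 active = compounds that cut the enzyme signal by at least half of the control window in the single-dose screen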;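 also: plate controls were DMSO wells with enzyme plus substrate for no effect and substrate without enzyme for full effect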
# Target sequence (P24666 whole entry, looked up): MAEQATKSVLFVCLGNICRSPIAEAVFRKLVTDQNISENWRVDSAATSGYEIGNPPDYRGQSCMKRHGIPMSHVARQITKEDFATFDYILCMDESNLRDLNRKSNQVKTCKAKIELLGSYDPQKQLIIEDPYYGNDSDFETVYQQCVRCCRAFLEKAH
#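 test system = LMPTP-A | amount = 0.625 nM LMPTP-A final | reagent = fluorogenic phosphatase substrate OMFP at 400 µM final | incubation = 50 min at room temperature | benchmarks = no-enzyme low control, uninhibited high control | medium = Bis-Tris pH 6.0, DTT, detergent | signal = fluorescence intensity of OMFP turnover product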
# CSN deneddyl inh: CSN deneddylation inhibition; Q92905; Purified CSN, SCF-Nedd8-OG deneddylation, fluorescence polarization; inhibition, % at 12.5 µM; 360,000 tested, 0.38% active; AID 651999;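 active = pattern-corrected inhibition above about 35%, with an unprinted fluorescence ratio check between 0.5 and 1.5, limit read from the data, passing the limit was not always enough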;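 also: 0% = enzyme with substrate and 100% = substrate without enzyme; some results filed as inactive read as strong as hits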
#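 Detection – fluorescence polarization · System – HEK293T-derived human Csn5 enzyme · Controls – substrate-only high control, full reaction low control · Timing – 90 min, room temperature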
# DNMT1 inh: DNMT1 (human) enzyme inhibition | P26358 | DNMT1 molecular beacon, Hinp1I cleavage, fluorescence | inhibition (reported as % activation of signal), % at 10 µM | 360,000 tested, 0.83% active | AID 588458; in the data active = inhibition above about 50%
# SUMO1-SIM PPI: alters human SUMO1 binding to SIM partners | SUMO1 binding to a labelled peptide, TR-FRET, 1 h | inhibition, % at 20 µM | 360,000 tested, 0.33% active; in the data active = inhibition above about 37%
# Target sequence (P63165 whole entry, looked up): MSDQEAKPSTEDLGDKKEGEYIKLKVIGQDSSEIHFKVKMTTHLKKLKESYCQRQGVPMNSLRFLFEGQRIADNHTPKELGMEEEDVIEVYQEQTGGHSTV
# Scp-1 inhibitor: inhibitors of human Scp-1 phosphatase | Q9GZU7 | AID 493091 | 340,000 tested, 0.88% active | inhibition, % at 20 µM | Recombinant Scp1, phosphopeptide, malachite green phosphate absorbance;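 active = inhibition above about 50% at 20 µM, limit read from the data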;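 also: plate controls were DMSO wells with enzyme for no effect and wells lacking enzyme for full effect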
# Target sequence (Q9GZU7 76-261 limits assumed): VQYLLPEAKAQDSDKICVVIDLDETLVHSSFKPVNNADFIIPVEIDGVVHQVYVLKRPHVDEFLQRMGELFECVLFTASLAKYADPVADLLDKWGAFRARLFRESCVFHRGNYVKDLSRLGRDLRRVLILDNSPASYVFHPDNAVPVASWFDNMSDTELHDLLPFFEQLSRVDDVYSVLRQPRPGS
#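 assay system = SCP-1 phosphatase catalytic domain, residues 76-261 | buffer or medium = 50 mM Tris acetate pH 5.5, 0.005% Tween-20, 10 mM MgCl2 | incubation = enzyme reaction 45 min at room temperature, colour 5 min, stabilisation 30 min | signal = Phosphate-binding colour reagent, absorbance read at 630 nm | measure = % inhibition at 20 µM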
# Rpn11 inh: blocks the human proteasome subunit Rpn11 | O00487 | human 26S proteasome, Ub4-pepOG fluorescence polarization; 20S core pre-blocked with epoxomicin | calls only at 20 µM | 360,000 tested, 0.59% active;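 active = inhibition at 20 µM, scaled to each plate's controls, above about 33%, limit read from the data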
# Starred values were filed as active, the others as inactive; i = inactive; . = not tested or not shown.
SMILES,STEP inh,MsrA inh,NadD block,Tb MetRS inh,LMPTP block,CSN deneddyl inh,DNMT1 inh,SUMO1-SIM PPI,Scp-1 inhibitor,Rpn11 inh
COc1cc(/C=C(\C#N)c2ccccn2)ccc1OCC(=O)Nc1cccc(C(F)(F)F)c1,3,-1.2,6,-1.2,-1.0,-5,3,-1,0,i
COc1cc(C(=O)OC(C)C(=O)NC(=O)NC2CCCCC2)ccc1OC(F)F (stereo not drawn),0,0.4,-9,0.2,0.4,-3,-4,-2,-2,i
CCc1cccc(C)c1NC(=O)CN(C)Cc1ccc(Br)cc1,-1,-0.4,-10,-0.9,-0.5,-8,2,-4,-5,i
Cc1nn(CCC(N)=S)c2nc(-c3cccs3)cc(C(F)(F)F)c12,2,4.8*,-8,-0.6,4.1,4,2,3,-6,i
Cc1c(CCOC(=O)c2cc([N+](=O)[O-])cc([N+](=O)[O-])c2)sc[n+]1CCCCS(=O)(=O)[O-],0,0.9,-3,-0.4,-0.3,-2,-2,-11,-1,i
O=C(NC1CCCC1)C(c1ccc(Cl)cc1)N1CCOCC1 (stereo not drawn),-1,-0.9,4,-0.5,-0.8,-2,5,0,-7,i
O=C(O)C(=O)/C(=C\c1ccc(Cl)cc1)c1ccc2ccccc2n1,1,1.2,20,-0.6,1.0,12,0,-10,5,i
C/C(N)=C(/C#N)C(=O)COC(=O)CC1CCCC1,-3,0.7,-4,-1.6,-1.5,6,-1,0,-7,i
O=C(COC(=O)c1ccco1)Nc1nnc(-c2ccccc2)o1,-2,1.3,5,-1.0,-0.3,3,3,10,13,i
O=C(CCN1CCN(CCO)CC1)Nc1ccc(F)c(F)c1,0,-0.7,-4,-0.3,-1.2,2,4,1,-3,i
COc1cccc(NC(=O)N2CCc3nc(Nc4cc(Cl)cc(Cl)c4)ncc3C2)c1,-2,0.8,14,0.4,4.3,5,-34,6,.,i
Cc1ccccc1/C=C1\CCCc2ccccc2C1=O,1,1.1,1,-0.5,1.3,-4,0,-3,-5,i
CCOc1cc(NC(=S)NCc2ccccc2)c(OCC)cc1NC(=O)C(C)C,4,-0.1,3,-0.5,0.3,-1,0,7,-1,i
O=C1CCCCN1CCCC(=O)N1CCCC(Nc2ccc(F)cc2)C1 (stereo not drawn),1,0.0,0,-0.8,0.2,-2,-1,-4,2,i
Cc1ccc(/C=C/C(=O)Nc2sc3c(c2C#N)CCCC3)o1,-2,0.1,14,-0.9,0.1,7,30,3,15,i
Cc1ccc(C(=O)C2=C(O)C(=O)N(Cc3ccco3)C2c2cccc(Cl)c2)o1 (stereo not drawn),5,1.9,15,-0.3,22,1,1,-10,-9,i
O=C(CNCc1cccs1)Nc1ccc(OC(F)(F)F)cc1,0,-0.8,-6,-0.6,-3.2,1,3,-2,-9,i
O=C1CC(N2CCC(c3nc4ccccc4o3)CC2)C(=O)N1 (stereo not drawn),0,-0.1,0,0.2,-1.9,1,1,2,-13,i
CN1CCN(C(=O)c2ccccc2NC(=O)c2sc3ccccc3c2Cl)CC1,-1,0.3,-5,0.0,-0.3,1,7,-6,-10,i
CC(=O)c1nn(-c2cccc(C(F)(F)F)c2)c(=O)[nH]c1=O,-2,-1.1,-1,-0.5,-1.9,-2,0,1,-9,i
COc1ccc(Br)cc1C(=O)Nc1cc(C)cc(C)c1,0,-0.9,-1,-0.8,-1.1,0,2,1,-20,i
CCOC(=O)N1CCC(NC(=O)c2ccc3c(c2)ncn3C2CCCC2)CC1,1,0.3,1,-1.1,0.2,-3,1,0,5,i
CCN(C(=O)COC(=O)c1ccc(Cl)cc1N)C1CCCCC1,0,3.1,-2,0.5,1.3,-13,0,1,-10,i
O=C(NCc1nnc(SCC(=O)N2CCCC2)o1)c1ccc(F)cc1,-3,-0.4,1,0.1,-0.8,5,0,4,-2,i
O=C(CCN1C(=O)C2C3C=CC(C3)C2C1=O)Nc1ccccc1 (stereo not drawn),-3,-0.6,-1,-1.1,-0.4,6,0,-2,1,i
CC(=O)Nc1ccc(NC(=O)C(C)OC(=O)c2ccc3c(c2)OCCO3)cc1 (stereo not drawn),-2,-1.1,3,-0.1,-1.8,-2,2,0,-2,i
COc1cc(C(c2nnnn2C(C)(C)C)N2CCN(C)CC2)cc(OC)c1OC (stereo not drawn),0,-1.1,10,-0.3,-1.4,0,1,2,3,i
COc1cccc(-c2cnc(C(O)c3ccc(Cl)c(F)c3)[nH]2)c1 (stereo not drawn),1,1.8,1,-0.3,1.0,4,0,5,.,i
COc1ccc(Sc2ccc(-c3nc4cnccn4c3NC3CCCCC3)cc2OC)cc1,0,0.1,20,-0.1,8.8,6,-33,-3,7,i
O=C(Nc1cccc(O)c1)c1ccc2c(c1)C(=O)N(Cc1ccco1)C2=O,2,0.0,0,0.1,-0.1,1,2,4,16,i
Nn1c(SCC(=O)NCCC2=CCCCC2)nnc1C1CCCCC1,2,-0.1,2,-0.2,-1.1,0,0,-5,-7,i
CCOc1ccc(-c2noc(-c3ccncc3)n2)cc1OCC,3,0.6,-4,-1.5,-0.4,-5,-2,-3,-12,i
O=C(Oc1ccc(/C=N/NC(=O)c2ccccn2)cc1)c1cccc(F)c1,0,-0.7,-8,0.5,-0.9,5,9,-2,-7,i
O=C(N/N=C/c1ccc(Cl)cc1)c1ccc2nc[nH]c2c1,-1,0.2,-10,-0.1,-0.5,4,-1,-9,.,i
Cc1cc(C(=O)N/N=C/c2cc([N+](=O)[O-])ccc2O)c2ccccc2n1,-1,2.1,4,-0.4,0.2,1,1,-3,-4,i
COc1cc(/C=N/NC(=O)c2cccs2)ccc1O,1,1.2,-2,-0.4,2.3,0,2,-5,-4,i

# Records listed above shown as hits in MsrA inh.
Structure	MsrA inh	NadD block	Tb MetRS inh	LMPTP block	CSN deneddyl inh	DNMT1 inh	SUMO1-SIM PPI	Scp-1 inhibitor	Rpn11 inh
Cc1nn(CCC(N)=S)c2nc(-c3cccs3)cc(C(F)(F)F)c12	4.8*	-8	-0.6	4.1	4	2	3	-6	i

# (list continues)
SMILES,STEP inh,MsrA inh,NadD block,Tb MetRS inh,LMPTP block,CSN deneddyl inh,DNMT1 inh,SUMO1-SIM PPI,Scp-1 inhibitor,Rpn11 inh
Cc1ccc(O)c(N=Nc2ccc(S(=O)(=O)N3CCCC3)cc2)c1,-5,-0.5,-6,-0.8,3.5,1,10,-9,-14,i
Cn1nc(C(=O)OCC(=O)Nc2ccc(S(N)(=O)=O)cc2)c2ccccc2c1=O,0,-0.3,-1,-0.1,-0.9,5,2,-5,-11,i
COc1ccc(Nc2c(-c3cc4ccccc4o3)nc3nc(C)cc(C)n23)cc1,.,1.4,16,-0.2,3.6,1,.,-8,.,.
O=C(CN1CCN(Cc2ccccc2)CC1)Nc1nnc(C(F)(F)F)s1,-2,-1.1,8,-0.3,0.7,1,1,-4,-7,i
Cc1c(Cl)c(C(=O)NC2CCCC2)nn1C,-3,0.5,-4,-0.4,-1.4,-1,9,2,-3,i
CC(=O)NC(c1ccccc1)c1nc(-c2cc(F)cc(F)c2)cs1 (stereo not drawn),1,0.5,1,-0.3,3.0,-2,-1,1,.,i
Cc1cc(C)n2nc(SCC(=O)N3CCCCC3C)nc2n1 (stereo not drawn),-2,-0.3,-1,-0.3,-0.8,-1,0,-1,0,i
O=C(O)CCc1ccc(S(=O)(=O)Nc2ccccc2N2CCCCC2)cc1,-3,-0.7,-4,-0.3,-0.9,-4,5,3,-2,i
O=c1cn[nH]c2ccccc12,-3,2.5,0,0.6,-0.5,-2,1,-9,1,i
O=C(NCc1ccccn1)c1ccc(NS(=O)(=O)c2ccccc2)cc1,-2,-0.1,-5,-0.5,-0.3,-3,2,3,-2,i
O=C(CSC1CCCCC1)N1CCN(c2ccccc2)CC1,2,-0.6,2,-0.7,-0.4,0,0,-3,3,i

# By substructure: the compounds so far containing fluorine
SMILES,STEP inh,MsrA inh,NadD block,Tb MetRS inh,LMPTP block,CSN deneddyl inh,DNMT1 inh,SUMO1-SIM PPI,Scp-1 inhibitor,Rpn11 inh
COc1cc(/C=C(\C#N)c2ccccn2)ccc1OCC(=O)Nc1cccc(C(F)(F)F)c1,3,-1.2,6,-1.2,-1.0,-5,3,-1,0,i
COc1cc(C(=O)OC(C)C(=O)NC(=O)NC2CCCCC2)ccc1OC(F)F (stereo not drawn),0,0.4,-9,0.2,0.4,-3,-4,-2,-2,i
Cc1nn(CCC(N)=S)c2nc(-c3cccs3)cc(C(F)(F)F)c12,2,4.8*,-8,-0.6,4.1,4,2,3,-6,i
O=C(CCN1CCN(CCO)CC1)Nc1ccc(F)c(F)c1,0,-0.7,-4,-0.3,-1.2,2,4,1,-3,i
O=C1CCCCN1CCCC(=O)N1CCCC(Nc2ccc(F)cc2)C1 (stereo not drawn),1,0.0,0,-0.8,0.2,-2,-1,-4,2,i
O=C(CNCc1cccs1)Nc1ccc(OC(F)(F)F)cc1,0,-0.8,-6,-0.6,-3.2,1,3,-2,-9,i
CC(=O)c1nn(-c2cccc(C(F)(F)F)c2)c(=O)[nH]c1=O,-2,-1.1,-1,-0.5,-1.9,-2,0,1,-9,i
O=C(NCc1nnc(SCC(=O)N2CCCC2)o1)c1ccc(F)cc1,-3,-0.4,1,0.1,-0.8,5,0,4,-2,i
COc1cccc(-c2cnc(C(O)c3ccc(Cl)c(F)c3)[nH]2)c1 (stereo not drawn),1,1.8,1,-0.3,1.0,4,0,5,.,i
O=C(Oc1ccc(/C=N/NC(=O)c2ccccn2)cc1)c1cccc(F)c1,0,-0.7,-8,0.5,-0.9,5,9,-2,-7,i
O=C(CN1CCN(Cc2ccccc2)CC1)Nc1nnc(C(F)(F)F)s1,-2,-1.1,8,-0.3,0.7,1,1,-4,-7,i
CC(=O)NC(c1ccccc1)c1nc(-c2cc(F)cc(F)c2)cs1 (stereo not drawn),1,0.5,1,-0.3,3.0,-2,-1,1,.,i
